Mot1-301 SUMO: SUMOylation pathway inhibition by Mot1-301 growth rescue. S. cerevisiae Mot1-301 growth rescue, ATP luminescence, 38.5C; percent above DMSO median, 100 means doubled. growth rescue, % at 18.8 µM. actives 1% (n = 320,000);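 active = every valid replicate shows activation above 250% relative to neutral control wells; inactive = the rest, any valid replicate at or below 250%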;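 note: OY570 slx delta 5 strain wells were the positive control but not used for scaling; some compounds called inactive have numbers as strong as hits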
dFosB act: enhances mouse delta FosB homodimer DNA binding. AID 493131. actives 0.99% (n = 340,000). activation, % at 25 µM. purified delta FosB, TAMRA-CDK5 oligo fluorescence polarization; percent of positive-control signal above neutral wells;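 active = mean activation above about 17%, with every replicate also reaching it, limit read from the data, passing the limit was not always enough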;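 note: fluorescence polarization rise as delta FosB binds a TAMRA Cdk5 AP-1 oligo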
Target sequence (P13346 whole entry, looked up): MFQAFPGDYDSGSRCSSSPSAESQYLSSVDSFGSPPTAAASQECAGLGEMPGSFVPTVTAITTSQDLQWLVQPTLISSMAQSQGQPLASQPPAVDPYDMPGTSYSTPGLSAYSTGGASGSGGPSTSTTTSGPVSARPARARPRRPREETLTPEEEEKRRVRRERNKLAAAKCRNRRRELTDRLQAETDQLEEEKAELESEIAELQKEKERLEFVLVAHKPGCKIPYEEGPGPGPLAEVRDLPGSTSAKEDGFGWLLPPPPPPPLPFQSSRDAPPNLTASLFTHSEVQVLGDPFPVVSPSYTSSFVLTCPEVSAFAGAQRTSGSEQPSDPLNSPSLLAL
PvdQ acylase: blocks Pseudomonas aeruginosa PvdQ acylase activity; purified PvdQ acylase, fluorescence plate reader; AID 488965; inhibition, % at 10 µM; actives 0.063% (n = 340,000); in the data active = inhibition above about 30%, passing the limit was not always enough;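 note: 0% = vehicle neutral wells and 100% = reference inhibitor wells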
Keap1-Nrf2 PPI: Keap1-Nrf2 (human) interaction inhibition; inhibition, % at 9.4 µM; Q14145; Keap1 Kelch-Nrf2 peptide fluorescence polarization, 1536-well; actives 0.15% (n = 340,000); in the data active = inhibition above about 12%;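 note: human Keap1 Kelch domain with fluorescein labeled Nrf2 9mer peptide probe; 0% = neutral control wells and 100% = peptide positive control; higher means more block of Keap1 binding to Nrf2 peptide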
cardiac RTF act: increases calcium sensitivity of human cardiac regulated thin filaments; P19429+P45379; IANBD-labeled TnC RTF fluorescence at EC20 calcium; 0% EC20 calcium, 100% full calcium; activation, % at 7.2 µM; actives 0.24% (n = 340,000); AID 493008;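 active = activation above the mean over all tested compounds plus 3 SD, cut at about 30% in these data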;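 note: rise in fluorescence read as greater calcium sensitivity of cardiac thin filaments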
C-LANA FP: inhibitors of KSHV LANA C-terminal domain DNA binding. MBP-C-LANA/FAM-LBS DNA binding, fluorescence polarization. inhibition, % at 9 µM. actives 0.078% (n = 340,000). AID 504423;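 active = highest replicate inhibition at or above 60% at 9 µM, even if other replicates fall short; inactive = all replicates below 60% inhibition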;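 note: 0% = neutral control wells and 100% = 4 µM acridine orange control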
Rtt109 Vps75: inhibitors of Candida albicans Rtt109/Vps75 histone acetyltransferase; purified Rtt109/Vps75, ThioGlo CoA-SH fluorescence, 4 h; inhibition, % at 34.9 µM; actives 0.16% (n = 330,000); AID 540336;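 active = inhibition of at least 50% in every replicate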
Target sequence (Q5AAJ8 whole entry, looked up): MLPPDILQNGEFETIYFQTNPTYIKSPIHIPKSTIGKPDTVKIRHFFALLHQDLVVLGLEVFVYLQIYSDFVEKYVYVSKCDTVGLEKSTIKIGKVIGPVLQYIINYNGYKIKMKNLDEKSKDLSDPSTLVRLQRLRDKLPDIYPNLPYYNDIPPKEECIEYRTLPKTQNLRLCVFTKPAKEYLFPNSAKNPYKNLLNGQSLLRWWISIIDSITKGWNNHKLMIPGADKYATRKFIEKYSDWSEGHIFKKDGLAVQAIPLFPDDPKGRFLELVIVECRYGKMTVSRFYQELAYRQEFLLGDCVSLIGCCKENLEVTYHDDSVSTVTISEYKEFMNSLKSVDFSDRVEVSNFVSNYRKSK
PfHsp90 yeast 2: inhibits growth of yeast expressing Plasmodium falciparum Hsp90; S. cerevisiae expressing PfHsp90, BacTiter-Glo ATP, 48 h; yeast lacking PDR1 and PDR3 efflux regulators; inhibition, % at 9.4 µM; actives 0.32% (n = 310,000); AID 504621;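 active = every replicate shows inhibition above about 80%, whatever the replicate mean, limit read from the data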;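 note: 0% = DMSO neutral controls and 100% = 20 µM radicicol positive controls; yeast relying on Plasmodium falciparum Hsp90 in place of its own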
Cardiac RTF inh: cardiac RTF calcium desensitization; P19429+P45379; IANBD-labeled cardiac RTF, Ca2+ fluorescence; inhibition, % at 7.15 µM; actives 0.12% (n = 340,000); AID 493244;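 active = inhibition above the mean inhibition of all tested compounds plus 3 SD, cut at about 17% in these data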;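 note: assay run at fixed EC70 calcium of 1.6 mM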
CDK5 inh: inhibitors of human CDK5/p35 kinase. Recombinant CDK5/p35, ADP-Glo luminescence, 60 min. inhibition, % at 10 µM. actives 0.01% (n = 330,000);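 active = highest replicate inhibition of at least 50% and at least 75% of replicates reaching 50%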;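 note: plate controls were DMSO neutral control for no effect and GW8510 at 10 µM for full effect; many of its hits are not listed in these tables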
NSD2 inh: blocks human histone methyltransferase NSD2. O96028. NSD2 peptide methylation, AlphaScreen, 120 min. inhibition, % at 12.5 µM. actives 0.54% (n = 310,000). AID 743445; in the data active = inhibition above about 50%
The depositor's hits bear a star; / = not tested or not shown.

SMILES	Mot1-301 SUMO	dFosB act	PvdQ acylase	Keap1-Nrf2 PPI	cardiac RTF act	C-LANA FP	Rtt109 Vps75	PfHsp90 yeast 2	Cardiac RTF inh	CDK5 inh	NSD2 inh
CCCC(=O)Nc1cc(C(F)(F)F)ccc1N1CCOCC1	6.6	-3.6	-12.0	-4.8	-5.3	-1.7	-4.1	-25.5	0.1	-1.0	-1.9
CCCCOC(=O)Nc1cc(C)c(Cl)cc1OC	198.6	-1.5	7.8	-4.3	0.4	0.0	14.9	-2.9	-5.4	1.0	-0.9
CCCCn1c(N)c(N(CCC(C)C)C(=O)C2CCCN(C(=O)c3ccc(Cl)cc3)C2)c(=O)[nH]c1=O (centres undefined)	-14.8	11.2	-11.0	/	-3.6	/	/	8.8	-19.2	0.7	2.3
CN(C(=O)CSc1nnc(NCc2ccccc2)s1)C1CCS(=O)(=O)C1 (centres undefined)	2.0	-3.2	-22.4	1.4	2.4	-0.4	0.3	-45.0	-12.7	-3.2	-0.8
CC(C)n1ncc2c(C(=O)NCc3ccccc3CN(C)C)cc(C3CC3)nc21	-2.4	1.0	-8.3	1.9	5.3	-1.0	8.1	12.5	-4.4	0.0	2.7
Cc1ccccc1OCc1nnc(SCC(=O)NCc2ccccc2)n1C	-11.9	-6.1	-11.4	-5.6	1.5	-0.3	5.1	12.9	-6.7	-0.8	6.9
O=C1CC(CCC(=O)NC2CC2)c2ccccc2N1 (centres undefined)	30.0	-4.5	-9.2	1.4	-5.1	-1.2	-13.7	11.5	-5.8	0.2	-0.9
Cc1cc2n(n1)C(c1ccc(N(C)C)cc1)Nc1ccccc1-2 (centres undefined)	-9.0	2.9	-16.3	2.0	-2.3	-0.7	-5.5	/	-0.9	-0.1	-7.1
COc1cc(N)c(Br)cc1C(=O)O	251.8	-1.2	11.5	-4.3	-1.3	-1.3	-1.2	17.1	8.2	0.2	9.6
Cc1cccc(C)c1NC(=O)N1CC=C(n2c(=O)[nH]c3ccccc32)CC1	90.4	-5.3	-7.9	-2.7	0.9	1.7	5.2	1.3	-0.9	1.9	-1.2
CN(C)C1=NC(=O)/C(=C\c2ccccc2)S1	10.8	-13.0	-13.0	-1.1	-3.5	1.8	1.6	9.9	-6.7	0.8	6.3
C/C(=N/N=C/c1ccccc1O)c1ccccc1O	8.0	-2.7	-3.8	-1.8	-0.6	-0.2	2.6	-18.6	-8.8	1.1	-5.9
Cc1ccc(-c2nnn3c2nc(NCCc2ccc(S(N)(=O)=O)cc2)c2ccccc23)cc1	9.7	2.6	-3.4	-6.6	2.0	-0.5	-2.9	-40.8	3.9	0.9	-4.3
N#Cc1c(-c2ccccc2)nc2n1CCS2	-12.1	-3.4	-5.5	-0.8	0.2	1.0	4.3	6.5	5.8	0.1	-3.5
COc1ccccc1CCNC(=O)c1ccoc1C	-5.8	-10.1	-17.5	1.6	12.8	0.5	0.6	14.5	-3.4	-0.9	1.5
CCC(Sc1nc(N)c(NC(=O)c2ccc(OC)cc2)c(=O)[nH]1)C(=O)O (centres undefined)	571.6	3.0	-7.7	3.0	7.0	-0.2	-11.6	/	11.5	2.2	-3.4
O=c1[nH]c(CN(CCc2ccccc2)S(=O)(=O)c2ccc(Cl)cc2)nc2ccccc12	101.3	8.0	14.7	-10.9	1.3	-2.0	18.5	0.3	-8.2	1.6	-2.4
COc1ccc2cc(C(N)=O)c(=Nc3ccccc3)oc2c1	7.0	-3.7	3.3	0.4	-3.1	-0.3	-5.0	0.3	-12.9	-0.2	0.1
Cc1ccc(S(=O)(=O)NCCS(=O)(=O)N2CCN(c3ccccc3)CC2)cc1	13.4	-5.6	4.2	-4.9	-1.4	14.0	22.2	-12.2	-8.0	0.5	-3.7
O=C(CNC(=O)c1ccco1)OCc1ccc(Br)cc1	13.0	-3.2	-20.1	-0.8	2.6	-1.0	-2.4	-6.6	-2.8	2.1	-0.6
COc1ccc(CCNc2oc(-c3ccco3)nc2C#N)cc1	4.4	-5.7	-17.6	3.4	0.2	-0.5	2.5	-12.5	-8.0	2.1	5.3
O=C(C1CC1)N1CCC(Oc2cccc(C(=O)N3CCCCC3CCO)c2)CC1 (centres undefined)	6.5	-12.3	-8.9	-1.9	-5.9	-0.3	-8.0	-19.4	-3.1	3.0	-2.6
Cc1ccc(NC(=S)N2CCN(S(C)(=O)=O)CC2)cc1	-27.5	0.9	-3.6	-0.1	-4.3	-0.8	11.5	-0.6	1.2	0.7	-0.2
CC(NC(=O)CN1C(=O)NC2(CCCCC2)C1=O)c1ccc(S(N)(=O)=O)cc1 (centres undefined)	/	-6.4	-15.7	-2.9	9.7	1.2	-23.5	-43.6	-2.2	-1.4	-2.4
CC(=O)N1CCN(c2ccc(N=Cc3c(O)n(Cc4ccccc4)c(=O)[nH]c3=O)cc2)CC1	/	-6.3	1.7	4.9	-1.2	1.3	12.7	-3.4	-11.3	0.2	-1.8
CCOC(=O)c1c(C(=O)OCC)c(C)n(CCc2ccc(OC)c(OC)c2)c1C	-4.7	1.5	-9.4	1.7	-4.8	-3.0	-24.1	3.0	-2.3	4.5	3.5
CC1=C(C(=O)Nc2ccc(F)cc2)C(c2ccc(C)o2)C2=C(CC(C)(C)CC2=O)N1 (centres undefined)	0.8	-6.0	2.0	-1.9	-2.7	-0.9	-0.6	-7.3	3.6	0.5	-4.0
Cc1c(C(=O)N2CCCCC2)c(S(=O)(=O)Nc2ccc(F)cc2F)c(C)n1C	-6.3	-1.7	-16.1	-3.3	-3.2	-1.1	-0.4	8.6	-13.9	-1.6	20.2
COc1ccc(CCCc2n[nH]c(=S)n2C)cc1C	65.1	-2.3	6.2	-2.7	2.7	1.2	27.0	0.7	9.3	2.5	52.3*
CC(C)Sc1cc(N2CCOCC2)nc(-c2ccc(Cl)cc2)n1	1.2	3.4	3.3	-4.9	-3.2	0.9	-0.9	0.8	-3.1	0.0	-0.5
COc1ccc(N2C(=O)CSCC2=O)cc1OC	-7.6	4.5	-6.7	1.8	5.2	-2.1	-3.0	3.5	2.1	1.1	-6.1
COc1ccc(C2CCN(Cc3cccnc3)CC2O)cc1 (centres undefined)	0.4	-1.6	-13.0	-4.1	4.1	0.0	11.1	-19.4	0.8	-4.7	-2.2
COc1cccc(CN(C)C(=O)CNC(=O)c2ccc(-c3ccccc3)cc2)c1OC	69.7	-15.2	1.0	-0.5	0.0	-1.6	7.2	-0.8	-2.5	1.4	1.3
CCOC(=O)c1nc2cc3n(c(C)c-2c1C)C(C)C(C)=C3C (centres undefined)	-11.3	-13.5	-16.0	-4.8	-0.8	-1.5	0.9	/	-10.3	0.2	4.9
ON=C1c2ccccc2-c2ccc(O)cc21	/	-4.1	-20.8	0.3	-0.6	0.5	-3.1	-23.8	-4.8	43.4	12.4
CCOc1ccc(N2C(=O)S/C(=C\c3ccc(O)c(OC)c3)C2=O)cc1	152.3	0.2	4.7	2.0	-2.5	0.2	-2.9	19.7	-3.9	0.7	-3.0
Cc1cc(C)cc(NC(=O)c2cccc3c2C(=O)N(C2CCCCC2)C3)c1	-3.6	-2.5	7.6	4.6	1.1	-1.9	-4.7	-22.3	-1.9	-0.1	/
COc1cccc(C(=O)NC(=S)N2CCN(c3ccc(C(F)(F)F)cc3[N+](=O)[O-])CC2)c1	104.2	2.0	5.1	-2.8	-0.4	-0.8	2.3	-17.2	-1.0	-0.6	0.7
CCc1ccccc1NC(=S)N(Cc1cccnc1)Cc1ccco1	2.4	-0.7	4.3	2.0	1.4	-2.7	3.9	23.9	10.2	-0.5	-0.6
Cn1c(CO)cnc1SCc1ccc([N+](=O)[O-])cc1	3.5	0.5	7.9	-6.2	-6.4	4.0	0.3	-2.4	-2.2	1.0	3.2
COc1ccc(Cl)c2sc(N3CCN(C(=O)C4=COCCO4)CC3)nc12	-4.0	-5.2	-1.2	-3.2	-5.4	0.3	-1.7	-24.5	-8.1	0.8	0.8
Cc1nc2n[nH]c(N)c2c2c1COC(C)(C)C2	-18.0	-4.3	1.2	2.1	-6.3	-1.7	1.8	9.7	-2.0	0.4	-0.6
NC(=O)NC(=O)COC(=O)c1sc2ccccc2c1Cl	395.3	42.8*	-5.5	3.4	-3.2	-7.2	-3.0	21.2	8.5	-0.6	1.9
OCCC1CN(Cc2ccc3cc(Cl)ccc3n2)CCN1Cc1ccsc1 (centres undefined)	-7.6	-10.6	-9.6	-5.6	0.0	-0.3	-0.4	0.6	1.9	-0.9	-0.3
CCc1ccccc1NC(=O)c1ccc(F)c(S(=O)(=O)N2CCC(C(N)=O)CC2)c1	0.1	0.0	-9.8	-7.1	2.9	0.7	-5.1	-51.1	-0.6	-2.4	9.1
Cc1cc(C)cc(N(CC(=O)Nc2cccc(C)c2C)S(=O)(=O)c2c(C)[nH]c(=O)[nH]c2=O)c1	0.5	-0.9	-9.8	-0.6	-3.5	0.3	8.4	-2.0	-0.9	1.6	-6.9
COCCN(C(=O)c1ccccc1)c1nc(-c2ccc(OC)cc2)cs1	12.1	-6.5	-19.9	-3.4	-1.0	1.0	2.7	3.1	-4.6	-1.8	0.9
O=C(/C=N/O)NCCCN1CCCCCC1	-8.1	-4.5	-2.6	0.5	10.1	-1.3	3.2	/	-10.6	-1.2	2.6
C[N+]1(CCOC(=O)C2(c3ccccc3)CCCC2)CCCCC1	9.1	3.6	-4.9	2.3	-3.8	14.8	4.4	5.2	2.1	-0.5	-2.8
COCc1[nH][nH]c(=O)c1C=Nc1ccc(F)cc1F	-9.4	2.9	-3.0	1.0	-6.3	3.0	-5.4	-2.8	4.0	-1.1	1.5
COc1ccc(C)cc1NC(=O)C1CCCCN1S(=O)(=O)c1ccccc1 (centres undefined)	11.2	-14.2	-6.4	-3.7	0.6	-0.9	-4.6	7.5	-4.9	-0.9	-2.9
Cc1ccc(C)c(COC(=O)c2cc([N+](=O)[O-])ccc2N2CCOCC2)c1	5.9	-7.4	10.1	-1.9	-19.2	0.0	2.3	-19.1	-13.9	0.2	0.8
O=C1Cc2ccccc2N1c1ccccc1	7.9	-3.9	-9.8	1.5	-2.4	0.0	0.1	-6.6	-6.6	-0.3	/

Reformatted: entries from further up
> Cc1ccc(C)c(COC(=O)c2cc([N+](=O)[O-])ccc2N2CCOCC2)c1
  Mot1-301 SUMO: 5.9 | dFosB act: -7.4 | PvdQ acylase: 10.1 | Keap1-Nrf2 PPI: -1.9 | cardiac RTF act: -19.2 | C-LANA FP: 0.0 | Rtt109 Vps75: 2.3 | PfHsp90 yeast 2: -19.1 | Cardiac RTF inh: -13.9 | CDK5 inh: 0.2 | NSD2 inh: 0.8
> O=C1Cc2ccccc2N1c1ccccc1
  Mot1-301 SUMO: 7.9 | dFosB act: -3.9 | PvdQ acylase: -9.8 | Keap1-Nrf2 PPI: 1.5 | cardiac RTF act: -2.4 | C-LANA FP: 0.0 | Rtt109 Vps75: 0.1 | PfHsp90 yeast 2: -6.6 | Cardiac RTF inh: -6.6 | CDK5 inh: -0.3 | NSD2 inh: /

Source: PubChem
